# Bioassay records from PubChem BioAssay.
# TDP1 block = qHTS Assay for Inhibitors of Tyrosyl-DNA Phosphodiesterase (TDP1); recombinant TDP1, AlphaScreen DNA substrate cleavage; actives 0.28% (n = 350,000); Potency, µM (titrated, usually from 130 µM), inactives show at the highest dose activity change, negative = inhibition, usual class: inhibitors; Tyrosyl-DNA phosphodiesterase 1 (Homo sapiens), Q9NUW8; further: nearly all actives have a fitted effect of over 40% in size
# Target sequence (Q9NUW8 whole entry, looked up): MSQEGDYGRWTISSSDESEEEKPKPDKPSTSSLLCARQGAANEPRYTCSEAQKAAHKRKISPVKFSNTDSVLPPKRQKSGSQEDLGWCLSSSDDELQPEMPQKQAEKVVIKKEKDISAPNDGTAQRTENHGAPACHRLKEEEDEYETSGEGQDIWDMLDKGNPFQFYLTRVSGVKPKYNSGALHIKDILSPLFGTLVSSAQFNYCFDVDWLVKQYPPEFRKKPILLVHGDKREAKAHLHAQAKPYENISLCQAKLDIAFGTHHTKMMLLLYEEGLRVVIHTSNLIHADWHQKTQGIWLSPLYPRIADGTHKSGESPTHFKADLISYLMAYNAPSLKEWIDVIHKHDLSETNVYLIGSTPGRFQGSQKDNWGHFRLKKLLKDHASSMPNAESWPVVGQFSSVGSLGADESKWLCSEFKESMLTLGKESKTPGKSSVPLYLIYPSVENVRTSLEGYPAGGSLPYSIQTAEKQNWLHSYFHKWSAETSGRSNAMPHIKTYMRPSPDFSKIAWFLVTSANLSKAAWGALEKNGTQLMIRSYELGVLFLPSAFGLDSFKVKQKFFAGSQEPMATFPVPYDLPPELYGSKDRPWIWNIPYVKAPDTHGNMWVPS
#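 Steps: enzyme plus compound, 15 min RT; add biotin/phosphotyrosine-FITC oligonucleotide (15 nM final), react 5 min; add donor/acceptor beads (10 ug/ml final), 10 min; read AlphaScreen. Tdp1 at 1 nM final.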
# FEN1 inh = qHTS Assay for the Inhibitors of Human Flap endonuclease 1 (FEN1). actives 0.35% (n = 390,000). P39748. Potency, µM (highest dose often 114 µM), for the others: at the top dose activity change, negative = inhibition, most hits filed as inhibitors. Recombinant FEN1 flap cleavage, fluorescence, 15 min. AID 588795, 2011; further: nearly all actives have a fitted effect of over 65% in size
# Target sequence (P39748 whole entry, looked up): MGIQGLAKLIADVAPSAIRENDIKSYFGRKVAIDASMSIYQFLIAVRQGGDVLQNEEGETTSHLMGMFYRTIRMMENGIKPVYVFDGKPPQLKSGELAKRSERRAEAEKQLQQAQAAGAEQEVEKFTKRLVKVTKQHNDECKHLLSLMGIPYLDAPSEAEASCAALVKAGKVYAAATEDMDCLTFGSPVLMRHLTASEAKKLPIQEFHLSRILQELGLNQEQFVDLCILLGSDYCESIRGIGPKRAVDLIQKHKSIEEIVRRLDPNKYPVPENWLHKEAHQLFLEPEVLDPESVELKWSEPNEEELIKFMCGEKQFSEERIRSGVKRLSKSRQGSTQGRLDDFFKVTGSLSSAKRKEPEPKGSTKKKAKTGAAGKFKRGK
#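 Recombinant FEN1 (10 nM) was preincubated with pin-transferred compounds for 15 min at room temperature, then flap DNA substrate (50 nM final) was added. Plates were read at 0 and 15 min, and normalized concentration–response data were fitted to a four-parameter Hill equation.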
# N370S GC = qHTS Assay for Inhibitors and Activators of N370S glucocerebrosidase as a Potential Chaperone Treatment of Gaucher Disease; Lysosomal acid glucosylceramidase (Homo sapiens), P04062; N370S GC spleen homogenate, 4MU-glucoside fluorescence; Potency, µM (titrated, usually from 59.4 µM), for the others: at the top dose activity change, negative = inhibition, actives largely listed as inhibitors; actives 0.092% (n = 330,000); AID 2101, 2009;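 further: 0% = full enzyme activity and -100% = no enzyme basal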
# * = called active by the depositor; ? = inconclusive; · = not tested or not shown; & = joins results of further samples; [ ] = dose if it differs, or a comment. The call rests on the fitted dose curve; in most records, active means well fitted curve in the direction sought with a large enough effect; inconclusive means small, poorly fitted or top-dose-only effect, or another doubt; inactive means no such curve, though single readings can be large; an effect the other way counts as inactive or inconclusive. Unless noted, on the % scale 0 is the no-effect control and ±100 the full control effect; potency means the concentration at half of the fitted maximal effect. Outcome played no part in choosing rows; any-hit rate near 0.57%.
SMILES,TDP1 block,FEN1 inh,N370S GC
CCN(CC)CCN(C(=O)c1ccc(C(=O)c2ccccc2)cc1)c1nc2cc3c(cc2s1)OCO3,10%,-23%,-10%
COC(=O)c1cc(C)sc1NC(=O)CN1CCN(C(=O)C2CCCO2)CC1 (stereo not given),-3%,3%,2%
Cc1ccccc1NS(=O)(=O)c1nnc(NC(=O)c2ccccc2F)s1,·,-19%,-15%
Cc1sc2nc(-c3cccnc3)[nH]c(=O)c2c1-c1ccccc1,-8%,-7%,?
CCOC(=O)CCC(=O)Nc1ncnc2c1C(c1ccccc1)c1c(ccc3ccccc13)O2 (stereo not given),0%,1%,·
CCCCC(=O)N/N=C/c1cc([N+](=O)[O-])ccc1N1CCOCC1,5%,-2%,4%
CCOC(=O)C1CCCN(Cc2c(F)cccc2Cl)C1 (stereo not given),·,4%,3%
COc1cc(/C=C/C(=O)NC(=O)c2ccccc2O)ccc1O,4%,-13%,1%
O=C(N/C(=C/c1ccccc1Cl)C(=O)N1CCCC1)c1ccccc1,4%,-3%,9%
COc1cc(C(=O)n2cnc3ccccc32)c([N+](=O)[O-])cc1OC,·,-5%,1%
COc1cccc(/C=N/NC(=O)C(c2ccncc2)N2CCOCC2)c1 (stereo not given),·,4%,-5%
CC1(C)OCC([C@H](O)C2=CCCCC2=O)CO1,-2%,·,-6%
Cc1cc(-c2nnnn2-c2cc(Cl)cc(Cl)c2)no1,·,-17%,21%
O=C(Nc1cc(C(F)(F)F)ccc1N1CCOCC1)C1CCCO1 (stereo not given),0%,-4%,·
CSc1nc2cc(C)nn2c(-c2ccccc2Cl)c1C#N,-3%,-5%,-4%
O=C(Cn1nnc2ccccc2c1=O)NCc1ccco1,0%,5%,-2%
Cc1ccc(OCC(=O)Nc2cccc(S(=O)(=O)NC3=NCCCCC3)c2)cc1C,4%,-10%,-12%
O=C(CCc1nc2ccccc2n1-c1ccccc1)NCCO,3%,7%,-1%
O=C(NCCCO)NC(=S)c1cccc2ccccc12,8%,-3%,10%
C=CCC[C@H](Cc1ccc(F)cc1)C(=O)OC[C@@H](NC(=O)[C@@H](CC=C)CC(=O)N(CCO)Cc1ccccc1)C(C)(C)C,0%,-3%,·
COCCn1c(-c2ccc(OC)cc2)cnc1SCC(=O)Nc1ccc(OC)cc1OC,11%,-1%,13%
CN(Cc1ccccc1)c1nc2c(c(=O)n(C)c(=O)n2C)n1CCCc1ccccc1,2%,-24%,20%
Cc1c(NC(=O)c2ccc(Cl)cc2)cc(C(C)C)c(O)c1S(=O)(=O)c1ccccc1,-6%,-18%,·
COc1ccc(-c2cn3nc(SCC(=O)Nc4cc(C)cc(C)c4)ccc3n2)cc1,0%,-14%,·
CCC(=O)N1CCN(c2ccc(OC)cc2[N+](=O)[O-])CC1,2%,-4%,-4%
C[C@H](NC(=O)c1nc[nH]c1C(=O)NCc1ccc(CNC(=O)OC(C)(C)C)cc1)c1ccccc1,0%,1%,·
CCC(=O)N1CC2(CC(c3cccc(NC(=O)COc4ccc(Cl)cc4)c3)=NO2)C[C@@H]1C(N)=O (stereo not given in full),4%,·,-6%
Cc1ccc(NC(=S)Nc2cccc3cnccc23)cc1,5%,-1%,3%
COc1ccc(OCCSc2n[nH]c(N)n2)cc1,3%,-8%,2%
Cc1cc(C)n(C(=O)COc2ccccc2[N+](=O)[O-])n1,0%,-6%,10%
Clc1ccc(NC2=NCCC2)cc1Cl,0%,2%,-27%
CCOC(=O)c1cccc(NC(=O)CC2C(=O)N(c3ccc(F)cc3)C(=O)N2C(C)C)c1 (stereo not given),6%,14%,·
CCCCNC(=O)c1cccc(NC(=O)c2nsc3ccccc23)c1,0%,4%,·
CCOC(=O)c1cnc(SC)nc1Oc1cccc(NS(=O)(=O)c2ccc(F)cc2)c1,9%,-18%,-14%
COc1ccc(C(CNC(=O)CSc2ccc(Br)cc2C)N2CCOCC2)cc1 (stereo not given),-6%,-2%,-28%
O=C(Nc1cccc(-c2nc3ccccc3s2)c1)C1=COCCO1,4%,-10%,3%
C=CCc1cccc2cc(C(=O)Nc3cccc(Cl)c3)c(=O)oc12,5%[2.28 µM],9%,·
CSc1nnc(-c2cccs2)n1C,-4%,4%,-9%
O=C(COc1ccccc1)Nc1nc(-c2cccnc2)cs1,-2%,-2%,·
Cc1ccc(-c2noc(C3CCCN(C(=O)C4CCCCC4)C3)n2)o1 (stereo not given),2%,-7%,-16%[12.8 µM]
O=C(Nc1nccs1)c1c(O)c2cccc3c2n(c1=O)CCC3,1%,·,-12%
COc1cnc(-c2ccccn2)nc1Oc1ccc(Cl)c2ccccc12,10%,-6%,4%
Cc1cc(C(=O)COc2cccnc2[N+](=O)[O-])c(C)n1-c1ccccc1F,·,-13%,17%
CCOC(=O)N1CCC(NC(=O)c2cccc3c2C(=O)N(CCOC)C3)CC1,1%,-9%,2%
Cc1cc(C)cc(NC(=S)NCc2cccnc2)c1,5%,2%,9%
CCOc1ccc(NS(=O)(=O)c2cc(C(=O)N3CCC3)ccc2Cl)cc1,·,-4%,-3%
Cc1cc(C)c(NC(=O)CSc2nc(=O)[nH]c3c2CCCC3)c(C)c1,3%,-1%,·
O=C(CCC(=O)OCC(F)(F)C(F)F)Nc1ccc(F)cc1F,4%,-14%,-4%
CCOC(=O)CCP(=O)(O)C(C)(O)c1ccccc1 (stereo not given),5%,1%,-3%
O=C1Cc2ccccc2Sc2ccccc21,-5%,9%,2%
# Carrying on:
SMILES,TDP1 block,FEN1 inh,N370S GC
CCCC(C(=O)NNC(=O)c1ccncc1)c1ccccc1 (stereo not given),0%,2%,·
Cc1cccc(Nc2nnc(SCC(=O)NC(=O)Nc3ccc4c(c3)OCCO4)s2)c1,1%,2%,14%
O=C(COC(=O)/C=C/c1ccc(Cl)cc1Cl)NCc1ccco1,-3%,-5%,-14%
CC1CCc2nc(NC(=O)CSc3nc4ccccc4o3)sc2C1 (stereo not given),3%,1%,9%
CC(C)Sc1nnc(NC(=O)c2ccc3c(c2)OCO3)s1,2%,-2%,2%
Cc1ccsc1C(=O)OCC(=O)NC1CCCCC1C (stereo not given),0%,-2%,·
O=C(Cn1nc(-c2cccs2)ccc1=O)Nc1ccc(Br)cc1,·,-5%,-11%
COc1ccc(CCNC(=O)c2ccc(CS(=O)(=O)c3ccc(C)cc3)o2)cc1OC,0%&2%,-6%&-11%,0%
CCC(C)C(=O)Nc1ncc2c(n1)CC(c1cccs1)CC2=O (stereo not given),-4%,9%,2%
COc1nnc(-c2ccc(C)cc2)c2ccccc12,·,1%,-11%

# In the list so far, 12 contain four or more nitrogen atoms:
SMILES,TDP1 block,FEN1 inh,N370S GC
Cc1ccccc1NS(=O)(=O)c1nnc(NC(=O)c2ccccc2F)s1,·,-19%,-15%
CCCCC(=O)N/N=C/c1cc([N+](=O)[O-])ccc1N1CCOCC1,5%,-2%,4%
COc1cccc(/C=N/NC(=O)C(c2ccncc2)N2CCOCC2)c1 (stereo not given),·,4%,-5%
Cc1cc(-c2nnnn2-c2cc(Cl)cc(Cl)c2)no1,·,-17%,21%
CSc1nc2cc(C)nn2c(-c2ccccc2Cl)c1C#N,-3%,-5%,-4%
O=C(Cn1nnc2ccccc2c1=O)NCc1ccco1,0%,5%,-2%
CN(Cc1ccccc1)c1nc2c(c(=O)n(C)c(=O)n2C)n1CCCc1ccccc1,2%,-24%,20%
COc1ccc(-c2cn3nc(SCC(=O)Nc4cc(C)cc(C)c4)ccc3n2)cc1,0%,-14%,·
C[C@H](NC(=O)c1nc[nH]c1C(=O)NCc1ccc(CNC(=O)OC(C)(C)C)cc1)c1ccccc1,0%,1%,·
CCC(=O)N1CC2(CC(c3cccc(NC(=O)COc4ccc(Cl)cc4)c3)=NO2)C[C@@H]1C(N)=O (stereo not given in full),4%,·,-6%
COc1ccc(OCCSc2n[nH]c(N)n2)cc1,3%,-8%,2%
Cc1cccc(Nc2nnc(SCC(=O)NC(=O)Nc3ccc4c(c3)OCCO4)s2)c1,1%,2%,14%

# (next part)
SMILES,TDP1 block,FEN1 inh,N370S GC
Nc1c(C(=O)c2ccccc2)sc(Nc2ccc(Cl)c(Cl)c2)c1C(=O)Nc1ccccc1,9%,-6%,·
COc1ccc(N=C2C(=Nc3ccc(OC)cc3)N(c3ccccc3)C(=S)N2C(=O)c2ccc(Cl)cc2)cc1,-2%,10%,8%
Cn1cc([N+](=O)[O-])c(C(=O)NCC(=O)O)n1,-2%,16%,3%
COc1ccc2c(c1)C(=O)[C@@H](OC(=O)N[C@H]1CCCc3ccccc31)[C@H](c1ccc(OC)c(Br)c1)O2,2%,·,-1%
COC(=O)CC1SC(=O)NC1=O (stereo not given),5%,-4%,-1%
COc1ccc(NS(=O)(=O)c2cccc(C(=O)NNC(=O)c3cccc(NC(C)=O)c3)c2)cc1,·,-4%,-5%
CCCn1c(/C=C/c2cc[n+](C)cc2)nc2ccccc21,·,-5%,-2%
COc1cccc(/C=N/NC(=O)c2nnn(-c3nonc3N)c2-c2cccs2)c1,0%,2%,-23%
Cc1nn(Cc2ccccc2)c(Cl)c1/C=N/NC(=O)c1cccnc1,1%,-14%,-2%
CCCN(Cc1nnc(-c2ccccc2Cl)o1)C(=O)c1oc2ccccc2c1C,·,6%,28%
CCOC(=O)c1[nH]c2ccccc2c1N=CN(CC)CC,0%,4%,-2%
CCCCOc1ccc(C2(C)NC(=O)N(C)C2=O)cc1 (stereo not given),2%,21%,-12%
O=C(Nc1ccccc1)O[C@@H]1C[C@H]2CCC(=O)N3CC[C@@H](C1)[C@@H]23,·,3%,2%
O=C(COC(=O)CCc1nc2ccccc2s1)Nc1ncc(Cl)cc1Cl,0%,1%,5%
C/C(=N\Nc1ccccn1)c1ccc(C(C)C)cc1,11%,-22%,-2%
Cc1cccc(/C=N/NC(=O)c2ccc(F)cc2)n1,·,5%,-1%
O=c1c2cnn(-c3ccc(Cl)cc3)c2ncn1Cc1cccc(C(F)(F)F)c1,5%,12%,·
COc1ccc(C(=O)Nc2ccccc2C(=O)NCCN2CCOCC2)cc1OC,0%,19%,-1%
CCOc1cc(C(=O)NCCc2csc(-c3ccc(C)cc3)n2)cc(OCC)c1OCC,-3%,-10%,·
O=C(NCc1cccnc1)c1c(O)c2cccc3c2n(c1=O)CCC3,8%,-10%,1%
Cc1ccnc(NC(=O)c2ccc(Cl)c([N+](=O)[O-])c2)c1,0%,1%,-13%
O=C(O)c1ccccc1C(=O)Nc1ccccc1,6%,-7%,-4%
COc1cc(-c2cc(OC)c3c(C)oc(C)c3c(=O)c2)ccc1OC(=O)c1ccccc1C,5%,-11%,·
NC(=O)NC(=O)CSc1nnc(-c2ccco2)n1Cc1ccccc1,6%,0%,5%
Cc1cc(C)nc(SCc2csc(-c3ccccc3)n2)n1,-5%,-19%,8%
CN(C)c1cccc2c(C=C(C#N)C#N)ccc(N(C)C)c12,11%,-4%,-11%
COc1cc(NC(=O)c2cc(Cl)ccc2Cl)ccc1-c1cc2ccccc2oc1=O,1%,-10%,5%[12.8 µM]
O=[N+]([O-])c1ccc(-c2cnc[nH]2)cc1,0%,1%,-9%
COc1ccc(Br)cc1CN(C)C(=O)c1ccccc1OCc1c(C)noc1C,0%,-10%,?
O=C(/C=C/c1ccccc1)OCN1C(=O)c2ccccc2C1=O,·,-19%,-8%
COc1cccc(N2C(=O)CN(Cc3ccc(OC)c(OC)c3)C2=S)c1,·,-16%,-4%
COc1ccc(OC)c(CC(=O)N2CCc3cc(OC)c(OC)cc3C2)c1,·,8%,-10%
COc1ccc(-c2cc(C(F)(F)F)nc(N3CCN(c4ccc(F)cc4)CC3)n2)cc1OC,-4%,-3%,16%
COc1ccccc1N1CCN(CC(O)COc2cccc3ccccc23)CC1 (stereo not given),8%,-8%&16%,-23%&-6%&-8%&-4%&-20%
